TRPC6 inhibitor: mouse TRPC6 channel inhibitors, primary screen, cell-based, HEK293, membrane potential dye | Short transient receptor potential channel 6 (Mus musculus), Q61143 | ACh-evoked depolarization; stronger effect = lower value | B-score at 10 µM | actives 1.1% (n = 310,000) | AID 2553, 2010;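 active = B-score under library mean minus 3 SD, initial fluorescence not abnormally high, positive integrated signal ratio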;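 note: B-score derived from integrated fluorescence ratio over the kinetic read; more negative B-score means stronger inhibition of depolarization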
SKKanGAS inh: S. pyogenes SKKanGAS growth inhibitors in kanamycin, primary screen, streptokinase expression inhibitor project, SKKanGAS strain, BacTiter-Glo luminescence; 6 h; AID 1662, 2009; inhibition, % at 7.5 µM; actives 1.3% (n = 300,000);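 active = mean replicate score, as percent of positive control median, at least 50; inconclusive = mean below 50 but one replicate at or above 50; inactive = mean and every replicate below 50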;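 note: strain carries kanamycin resistance gene driven by streptokinase promoter and grows in 40 µg/ml kanamycin; loss of luminescence reflects streptokinase promoter inhibition or plain growth inhibition; 0% = median of DMSO wells and 100% = positive control at its reference dose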
aSyn UTR inh: MLPCN primary screen, SNCA 5' untranslated region. alpha-synuclein 5'UTR reporter, inhibitor activity. AID 1813, 2009. inhibition, % (tested at 7.5 µM). actives 0.82% (n = 300,000); in the data active = inhibition above about 60%; inconclusive = no clear call, values can overlap the other calls;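 note: H4 neuroglioblastoma cells stably carrying SNCA 5'UTR luciferase fusion; 0% = DMSO wells and 100% = positive control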
IEC-6 tox: cytotoxicity in IEC-6 intestinal epithelial cells, primary screen, cytotoxicity control for KLF5 inhibitor project, cell-based, luminescence; AID 1825, 2009; inhibition, % at 5 µM; actives 0.78% (n = 290,000); IEC-6 cytotoxicity, luminescence viability; in the data active = inhibition above about 22%;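 note: 0% = plate median of test compound wells and 100% = cytotoxic reference compound wells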
MrgX1 antag: antagonists of human MrgX1 receptor, primary screen, HEK293 cells, Fluo-4 calcium flux; Mas-related G-protein coupled receptor member X1 (Homo sapiens), Q96LB2; BAM8-22 antagonism; stronger effect = lower value; B-score at 10 µM; actives 1.3% (n = 310,000); AID 588676, 2011;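 active = calcium-response B-score plate-corrected more than 3 library SD below zero, starting fluorescence within 5 deviations, no agonist response on first addition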;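 note: peak minus trough fluorescence over baseline after final BAM8-22 challenge near maximal dose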
TRPC4 PAM: positive allosteric modulators of TRPC4, primary screen, cell-based, mouse TRPC4beta, HEK293 mu-opioid, Fluo-4 calcium; Short transient receptor potential channel 4 (Mus musculus), Q9QUQ5; DAMGO EC20, Fluo-4 Ca2+ flux; stronger effect = higher value; B-score at 10 µM; actives 0.42% (n = 310,000); AID 2227, 2009;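 active = B-score of calcium response area above 5 SD of library B-scores, with initial fluorescence ratio within 5 SD of library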;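 note: B-score of integrated fluorescence ratio over time as area under calcium response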
Target sequence (Q9QUQ5 whole entry, looked up): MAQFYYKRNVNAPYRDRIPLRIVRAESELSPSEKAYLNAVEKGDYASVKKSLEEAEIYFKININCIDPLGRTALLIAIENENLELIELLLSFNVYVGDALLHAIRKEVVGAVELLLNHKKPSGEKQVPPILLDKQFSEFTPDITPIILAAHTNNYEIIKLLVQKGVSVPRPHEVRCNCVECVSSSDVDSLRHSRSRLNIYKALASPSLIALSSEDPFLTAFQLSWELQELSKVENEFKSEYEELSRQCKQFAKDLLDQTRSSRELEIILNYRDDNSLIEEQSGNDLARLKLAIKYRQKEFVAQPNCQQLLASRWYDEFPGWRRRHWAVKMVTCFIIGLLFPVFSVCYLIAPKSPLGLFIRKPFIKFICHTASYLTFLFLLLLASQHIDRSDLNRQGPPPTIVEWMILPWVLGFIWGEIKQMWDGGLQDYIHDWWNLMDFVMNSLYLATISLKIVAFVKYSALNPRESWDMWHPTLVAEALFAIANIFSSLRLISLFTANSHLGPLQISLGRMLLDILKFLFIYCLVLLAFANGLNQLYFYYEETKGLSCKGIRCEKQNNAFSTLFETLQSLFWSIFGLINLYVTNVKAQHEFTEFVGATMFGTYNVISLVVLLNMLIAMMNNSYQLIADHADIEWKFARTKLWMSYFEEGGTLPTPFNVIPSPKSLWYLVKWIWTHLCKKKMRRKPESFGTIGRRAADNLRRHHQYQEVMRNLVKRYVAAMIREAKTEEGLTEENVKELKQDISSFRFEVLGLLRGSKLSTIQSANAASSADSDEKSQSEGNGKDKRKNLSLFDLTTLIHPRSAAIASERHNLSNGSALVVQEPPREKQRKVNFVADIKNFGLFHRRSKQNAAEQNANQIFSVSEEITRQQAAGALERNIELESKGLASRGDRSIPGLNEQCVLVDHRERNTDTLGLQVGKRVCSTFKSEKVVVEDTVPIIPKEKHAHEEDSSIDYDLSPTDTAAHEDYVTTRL
TRPC4 block: inhibitors of mouse TRPC4 channel, primary screen, Fluo4 calcium, HEK293 TRPC4beta/mu-opioid cells; Short transient receptor potential channel 4 (Mus musculus), Q9QUQ5; DAMGO-evoked Fluo4 calcium flux; stronger effect = lower value; B-score at 10 µM; actives 0.39% (n = 300,000); AID 2247, 2010;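 active = B-score over 3 SD under the library average, no early fluorescence shift, positive overall ratio signal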
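Test system – stable TRPC4beta/mu-opioid receptor HEK293 cells · Probe or stimulus – DAMGO, a submaximal dose followed by a maximal one · Dosing – one concentration per compound · Signal – Fluo4 calcium fluorescence by kinetic imaging, 5 s 1 Hz baseline · Evaluation – per-well B score of integrated baseline-normalized Fluo4 ratio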
TRPC6 act: mouse TRPC6 channel activators, primary screen, cell-based, HEK293, membrane potential dye; Short transient receptor potential channel 6 (Mus musculus), Q61143; HEK293-TRPC6 membrane potential dye fluorescence; stronger effect = higher value; B-score at 10 µM; actives 0.13% (n = 310,000); AID 2550, 2010;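 active = B-score of the integrated fluorescence ratio above library mean plus 3 SD, and starting fluorescence ratio within library mean plus 5 SD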;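 note: higher score means more depolarization so channel activation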
TRPC4 act: activators of mouse TRPC4 channel, primary screen, Fluo4 calcium, HEK293 TRPC4beta/mu-opioid cells; Fluo4 calcium fluorescence; stronger effect = higher value; B-score at 10 µM; actives 0.49% (n = 310,000);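 active = B-score above 5 SD of library B-scores, and initial fluorescence ratio not above library mean plus 5 SD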;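 note: positive B-score marks a calcium rise read as TRPC4 activation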
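Assay system: HEK293 stable line with TRPC4beta plus mu-opioid receptor; schedule: 45 min room-temperature Fluo4 loading, 110 s read; technique: kinetic Fluo4 calcium fluorescence; evaluation: integrated baseline-normalised fluorescence ratio, converted to per-well B score; controls: buffer (low) and maximal DAMGO (high)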
HIF act: HIF pathway transcriptional activators, primary screen, cell-based, U2OS HRE-luciferase, luminescence; U2OS HRE-luciferase reporter; normalized: DMSO 0%, desferrioxamine 100%; activation, % at 7.5 µM (by protocol); actives 0.32% (n = 300,000); AID 1910, 2009;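 active = mean activation of at least 10% of the iron chelator positive control signal, with at least half of replicates also reaching 10%; inconclusive = mean and replicate majority disagree about reaching 10%; inactive = mean and most replicates under 10%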
KLF5 inh: KLF5 expression inhibitors, primary screen, DLD-1 cells, luminescence | DLD-1 KLF5 promoter-luciferase reporter | inhibition, % at 5 µM | actives 0.23% (n = 290,000) | AID 1700, 2009;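 active = inhibition above a per-plate limit of that plate's mean compound inhibition plus 3 SD, cut at about 60% in these data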;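 note: 0% = DMSO wells and 100% = LY294002 at 200 µM; higher means less KLF5 promoter-driven luciferase light; inactives centre near -14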
The depositor's hits bear a star; i = inactive; u = inconclusive; x = not tested or not shown.

Molecule	TRPC6 act	aSyn UTR inh	SKKanGAS inh	MrgX1 antag	HIF act	TRPC6 inhibitor	KLF5 inh	IEC-6 tox	TRPC4 act	TRPC4 block	TRPC4 PAM
COc1ccccc1NC(=O)CN1CCC(c2nc3ccccc3[nH]2)CC1	i	18	-9	i	-0.6	i	-15	0	i	i	i
COc1cc(/C=C/C(=O)OCC(=O)NC2CC2)cc(S(=O)(=O)N2CCc3ccccc32)c1OC	i	3	-2	i	-0.5	i	-7	4	i	i	i
Cc1ccc(C)c(NC(=O)CSc2nnc([C@@H](N)Cc3ccccc3)o2)c1	i	15	-8	i	-1.2	i	-5	-6	i	i	i
O=C(CSc1nnc(CNC(=O)c2c(F)cccc2Cl)o1)Nc1ccc2c(c1)OCO2	i	20	3	i	0.0	i	4	1	i	i	i
Cc1cc(NC(=O)c2cccc(COc3ccc(Br)cc3)c2)no1	i	-4	0	i	-0.3	i	-125	0	i	i	i
N#Cc1nc(Cc2ccccc2)oc1N1CCN(c2ccccc2)CC1	i	26	3	i	0.1	i	-16	-4	i	i	i
CCOC(=O)c1c(S(=O)(=O)N2CCc3ccccc32)c(C)n(C)c1C	i	22	-6	i	0.8	i	-49	0	i	i	i
CCOC(=O)CC1CCCCN1C(=O)c1ccc2oc(CCc3ccccc3)nc2c1 (stereo not drawn)	i	4	4	i	0.8	i	-54	3	i	i	i
O=C(CP(=O)(c1ccccc1)c1ccccc1)N1CCOCC1	i	9	-10	i	-0.1	i	-13	-8	i	i	i
COc1ccc(NC(=O)CSc2nc3scc(C)c3c(=O)[nH]2)cc1	i	1	17	i	-0.3	i	-22	7	i	i	i
CCc1ccc(OCc2ccc(C(=O)O)o2)cc1	i	-145	-6	i	0.2	i	-33	5	i	i	i
Cc1[nH]n2c(=O)c(C#N)c(-c3ccccc3)nc2c1-c1ccccc1	i	2	u	i	0.2	i	-6	-9	i	i	i
CCCCN(CCCC)S(=O)(=O)c1ccc(NC(=O)CN2CCOCC2)cc1	i	11	2	i	-0.4	i	9	2	i	i	i
O=C(Cn1cnc2c(nnn2Cc2ccccc2)c1=O)NCC1CCCO1 (stereo not drawn)	i	0	-9	i	-0.3	i	-14	-1	i	i	i
Fc1ccc(-c2nnc(N3CCOCC3)c3ccccc23)cc1F	i	9	-6	i	4.7	i	-1	8	i	i	i
O=C1CCC(C(=O)NC2(C(=O)NC3CCCCC3)CCCCC2)N1 (stereo not drawn)	i	0	0	i	-15	i	-22	-1	i	i	i
O=C(NCC1CC1)Nc1ccccc1	i	-18	1	i	-23	i	-15	1	i	i	i
CCn1c(SCC(=O)Nc2cc(Cl)ccc2OC)nnc1C1CC1	i	18	-1	i	1.2	i	0	-5	i	i	i
Cc1sc2ncn3c(C)nnc3c2c1C	i	4	6	i	-0.1	i	-5	1	i	i	i
O=C(O)C1CCCCC1C(=O)Nc1ccc(Cl)cc1Cl (stereo not drawn)	i	-46	-9	i	0.0	i	-27	-4	i	i	i
CC1CCc2nc3ccc(S(=O)(=O)N4CCC(C(=O)NC(C)c5ccccc5)CC4)cc3c(C(=O)O)c2C1 (stereo not drawn)	i	-3	3	i	-0.1	i	-12	-6	i	i	i
CCOc1ccc(CCNC(=O)c2cc(-c3ccccc3)c(N3CCOCC3)s2)cc1OCC	i	-19	18	i	0.2	i	-17	-5	i	i	i
CCN(CC)S(=O)(=O)c1ccc(NC(=O)COC(=O)c2cc(S(=O)(=O)Nc3ccc(OC)cc3)ccc2O)cc1	i	-11	22	i	-0.6	i	3	-8	i	i	i
S=C(c1ccc(-c2ccc(Cl)cc2Cl)o1)N1CCCCC1	i	-208	39	i	2.3	i	-88	-2	i	i	i
Cc1ccc(/C=N/n2c(C)nnc2C)o1	i	-1	-1	i	0.0	i	-23	0	i	i	i
COc1ccc(S(=O)(=O)N(C(=O)c2ccncc2)c2ccc(OC(=O)c3ccncc3)cc2)cc1	i	21	-17	i	-0.2	i	4	-1	i	i	i
Cc1cc(C(=O)N/N=C/c2cn[nH]c2-c2ccccc2)cs1	i	-12	-12	i	-0.9	i	6	2	i	i	i
CCOC(=O)c1cc2nc(-c3ccccc3)cc(C)n2n1	i	8	6	i	1.0	i	-10	6	i	i	i
COc1cc(OC)cc(C(=O)NNc2nc3cc4c(cc3s2)OCO4)c1	i	13	-6	i	0.2	i	0	-7	i	i	i
COc1ccc(C(C)=O)cc1CSC(=N)N	i	-27	9	i	-0.5	i	-36	0	i	i	i
Cc1ccc(CSc2nnc(SCC(=O)N/N=C/C=C/c3ccccc3[N+](=O)[O-])s2)cc1	i	89*	23	i	-1.7	i	-6	2	i	i	i
O=C(O)CCn1cc(C2CC(c3ccccc3)=NN2c2ccccc2)c(-c2ccccc2)n1 (stereo not drawn)	i	7	24	i	0.0	i	-17	-8	i	i	i
CN(C)c1nc(=Nc2cccc(Cl)c2)ss1	i	-64	53*	i	1.3	i	6	56*	i	i	i
COC(=O)CSC1=C(C#N)C(c2ccsc2)CC(=O)N1 (stereo not drawn)	i	-9	2	i	0.4	i	13	-1	i	i	i
Cc1ccc(-c2ccc(CCC(=O)O)o2)cc1	i	-56	4	i	0.4	i	-32	0	i	i	i
O=C(CC(=O)c1ccccc1O)c1cccc(F)c1	i	-21	43	i	1.4	i	-39	3	i	i	i
COCCNC(=O)CSc1nc2ccc(N3CCOCC3)cc2c(=O)n1CCc1ccccc1	i	-57	32	i	0.5	i	-4	-1	i	i	i
Cc1ccnc(NC(=O)CN2C(=O)c3ccccc3C2=O)c1	i	-13	9	i	-0.4	i	-12	-4	i	i	i
O=C(O)c1cn(-c2ccccc2)nc1-c1ccc(F)cc1	i	2	-9	i	0.0	i	-9	4	i	i	i
O=C(CSc1nnnn1-c1cccc2ccccc12)N1CCOCC1	i	19	-4	i	0.5	i	-16	-1	i	i	i
COc1cc(CC(=O)OCC(=O)N2CC(=O)Nc3ccccc32)cc(OC)c1OC	i	-1	-7	i	0.9	i	0	0	i	i	i
O=[N+]([O-])c1cc([N+](=O)[O-])c(Oc2cncc(Cl)c2)cc1NC1CCCCCCC1	i	-30	20	i	-0.3	i	2	-4	i	i	i
Cc1cc(C)c(NC(=O)c2sc3nc4c(cc3c2N)C(=O)CC(C)(C)C4)c(C)c1	i	-10	17	i	0.0	i	-3	5	i	i	i
CC(NC(=O)c1ccc(NC(=O)CC2SC(N3CCCC3)=NC2=O)cc1)c1ccc(S(N)(=O)=O)cc1 (stereo not drawn)	i	-4	3	i	1.5	i	x	x	i	i	i
COC(=O)C1(Cc2cc(-c3cccc(Br)c3)no2)CCN(C(=O)OC(C)(C)C)CC1	i	-24	17	i	0.0	i	5	2	i	i	i
COC(=O)c1c(NC(=O)c2nc3nc(C)cc(C(F)F)n3n2)sc2c1CCC2	i	1	22	i	0.0	i	-1	-1	i	i	i
CC(C)=CC(=O)OCC(=O)Nc1ccccc1Cl	i	-14	-4	i	-0.3	i	-23	3	i	i	i
N#C/C(=C(/O)COC(=O)CSc1ccc2ccccc2c1)c1nc2ccccc2[nH]1	i	-11	2	i	-0.2	i	-17	3	i	i	i
CC(C)(C)c1ccc(C(=O)NCc2ccc(Cl)cc2)cc1	i	-75	-3	i	0.9	i	-24	4	i	i	i
Cc1sc2nc(SCC(=O)NCc3ccco3)n(C)c(=O)c2c1C	i	1	5	i	0.1	i	7	8	i	i	i
O=C(Nc1cccc(NC(=O)c2cncc(Br)c2)c1)c1cncc(Br)c1	i	9	-3	i	-0.8	i	-15	-4	i	i	i
COc1ccccc1NC(=O)/C=C/C(=O)O	i	-38	2	i	0.5	i	-9	2	i	i	i
CC(=O)OC[C@H]1O[C@@H](n2ccc(=O)[nH]c2=S)C(OC(C)=O)C1OC(C)=O (stereo partly drawn)	i	-9	2	i	-0.2	i	-27	3	i	i	i
CC(C)Cn1[nH]c2c3c(ccc2c1=O)C(=O)c1ccccc1C3=O	i	-17	17	i	0.5	i	-27	1	i	i	i
CCOc1cc(C(=O)Nc2ccc(S(=O)(=O)N3CCOCC3)cc2)cc(OCC)c1OCC	i	9	3	i	0.0	i	-35	-1	i	i	i
COc1ccc(NC(=O)c2cccnc2NCCc2ccccc2)cc1	i	4	0	i	0.2	i	-27	-1	i	i	i
CCN(CC)CC(=O)NC12CC3CC(CC(C3)C1)C2	i	-18	-1	i	0.1	i	-10	8	i	i	i
Nc1nc2n(n1)C(c1cccc(Br)c1)CC(c1ccccc1)N2 (stereo not drawn)	i	-16	7	i	0.1	i	-5	-6	i	i	i
Cc1cc(C)n(-c2nc(SCCN(C)C)c3c4c(sc3n2)CCCC4)n1	i	-71	36	i	0.4	-6.1*	13	10	95*	i	i
COc1ccccc1NC(=S)N(CCCN1CCOCC1)Cc1cn(C)c2ccccc12	i	-29	-19	i	-0.3	i	0	0	i	i	i

Continued:
Molecule	TRPC6 act	aSyn UTR inh	SKKanGAS inh	MrgX1 antag	HIF act	TRPC6 inhibitor	KLF5 inh	IEC-6 tox	TRPC4 act	TRPC4 block	TRPC4 PAM
CSc1cccc(NC(=S)Nc2ccc(F)cc2)c1	i	-196	-1	i	3.1	i	-2	3	i	i	i
CC(C)NC(=O)c1cccc(Br)c1	i	-2	-1	i	1.0	i	-1	-1	i	i	i
Nc1nc2c(s1)CCc1c-2cnn1-c1ccccc1	i	-80	12	i	5.4	i	-145	5	i	i	i
COc1cccc(CNC(=O)CCNC(=O)Cn2ccc3ccccc3c2=O)c1	i	11	-3	i	0.3	i	-42	-4	i	i	i
Cc1cc(C)nc(SCc2ccc(C(=O)N/N=C/c3ccco3)cc2)n1	i	9	6	i	-0.2	i	-7	-4	i	i	i

Assay outcomes: PubChem, several laboratories
